# HCV NS3 hel inh: inhibitors of HCV NS3 helicase, primary screen, biochemical, Cy5 molecular beacon fluorescence. NS3 helicase DNA unwinding. 290,000 compounds, 0.56% hits. inhibition, % at 10.9 µM. AID 1800, 2009. Hepatitis C virus NS3 helicase;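 active = inhibition above the mean of all tested compounds plus 3 SD, set per campaign, cut at about 35% in these data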;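 also: 0% = DMSO wells and 100% = thioflavine S control wells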
#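 System: Hepatitis C virus NS3 helicase domain fragment enzyme | Reagent: Annealed dual-labelled DNA beacon duplex, ATP-started | Compound dosing: 10.9 µM single point, 0.8% DMSO | Incubation: 1 h reaction at 25 °C, ATP-initiated | Technique: Cy5 fluorescence | Evaluation: Percent inhibition from t60/t0 fluorescence ratio | Benchmarks: Low DMSO, high thioflavine S at 110 µM | Replication: Singlicate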
# IDE cell activ: human IDE activators in live cells, primary screen, fluorescence polarization, HEK cells, FAbeta-B substrate. FAbeta-B cleavage; 0% vehicle, 100% cell-free pure enzyme wells. activation, % at 5.96 µM. 340,000 compounds, 0.073% hits;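 active = activation above the mean of all tested compounds plus 3 SD, set per screening campaign, cut at about 17% in these data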
# SUMO HTRF inh: inhibitors of in vitro SUMOylation cascade, primary screen, biochemical, HTRF, uHTS. SUMO-conjugating enzyme UBC9 (Homo sapiens), P63279. HTRF SUMOylation assay, SAE1/SAE2 + UBC9. inhibition, % at 35 µM. 290,000 compounds, 0.36% hits; in the data active = inhibition above about 50%, passing the limit was not always enough; also: strong numbers were not always called active
# Target sequence (P63279 whole entry, looked up): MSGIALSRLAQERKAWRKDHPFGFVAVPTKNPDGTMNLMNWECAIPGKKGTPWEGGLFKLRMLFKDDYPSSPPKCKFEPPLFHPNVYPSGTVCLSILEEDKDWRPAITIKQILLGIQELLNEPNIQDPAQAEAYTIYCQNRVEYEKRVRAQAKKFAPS
# IDE cell inh: human IDE inhibitors in live cells, primary screen, fluorescence polarization, HEK cells, FAbetaB substrate | inhibition, % at 5.59 µM | 320,000 compounds, 0.41% hits | Insulin-degrading enzyme (Homo sapiens), P14735 | AID 434962, 2010 | FAbetaB cleavage;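 active = percent inhibition above the average of all tested compounds plus 3 SD, set per screening campaign, cut at about 16% in these data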;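 also: IDE supplied by intact live HEK cells; FP after avidin binding of uncleaved biotin substrate so inhibition keeps polarization high; 0% = DMSO wells and 100% = 60 µM reference IDE inhibitor Ii1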
# pCIP destab: p/CIP-EGFP fusion destabilizers, primary screen, fluorescence, F442A cells; Q05BA5; 16 h; decrease of EGFP signal, % at 10 µM; 290,000 compounds, 0.01% hits;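 active = EGFP signal decrease of at least 30% at 10 µM or well 3 SD below plate mean, unless failing retest; inactive = the rest, including hits failing retest or dose response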; also: some compounds called inactive have numbers as strong as hits; many of its hits are not listed in these tables
# VIM-2 inhibitor: VIM-2 metallo-beta-lactamase inhibitors, primary screen, biochemical, epi-absorbance readout, Pseudomonas aeruginosa enzyme; purified VIM-2, nitrocefin hydrolysis, epi-absorbance fluorescence; inhibition, % at 5.6 µM; 290,000 compounds, 0.89% hits; AID 1527, 2009;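 active = inhibition above the mean of all tested compounds plus 3 SD, cutoff set per screening run, cut at about 7.5% in these data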;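 also: red hydrolysis product quenches plate fluorescence so inhibitors raise well fluorescence; 0% = enzyme with DMSO and 100% = DMSO without enzyme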
# CRFBP-R2 block: antagonists of CRF-BP/CRF-R2 complex, primary screen, cell-based, HEK293, calcium dye fluorescence, uHTS. CRF-induced calcium fluorescence. inhibition, % at 11.8 µM. 350,000 compounds, 0.59% hits. AID 588475, 2011;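 active = inhibition of the ligand-induced calcium signal above about 50% at the single tested concentration, limit read from the data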
# GalR3 antagonist: GalR3 antagonists in HEK293 cells, primary screen, cell-based, fluorescence readout; Galanin receptor type 3 (Homo sapiens), O60755; HEK293 GalR3-CNG cAMP membrane potential fluorescence; galR3 body fused to GalR1 C-terminus; inhibition, % at 3 µM; 360,000 compounds, 0.44% hits; AID 651719, 2012;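 active = inhibition above the screen-wide average plus 3 SD, cut at about 13% in these data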;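 also: forskolin and galanin both at EC90 stimulate the cells; cAMP rise reported by CNG channel membrane potential dye signal; 0% = forskolin plus galanin with DMSO and 100% = forskolin alone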
# Target sequence (O60755 1-299 limits assumed): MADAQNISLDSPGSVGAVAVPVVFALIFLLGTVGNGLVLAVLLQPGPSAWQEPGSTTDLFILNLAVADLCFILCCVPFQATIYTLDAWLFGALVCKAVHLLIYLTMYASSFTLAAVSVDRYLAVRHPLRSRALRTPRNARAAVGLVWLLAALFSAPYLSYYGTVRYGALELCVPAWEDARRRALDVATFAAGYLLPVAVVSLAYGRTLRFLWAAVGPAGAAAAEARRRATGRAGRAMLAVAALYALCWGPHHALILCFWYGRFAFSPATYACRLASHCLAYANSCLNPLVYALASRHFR
# IMP-1 inh: IMP-1 metallo-beta-lactamase inhibitors, primary screen, biochemical, epi-absorbance readout, Pseudomonas aeruginosa enzyme; metallo-beta-lactamase IMP-1 (Pseudomonas aeruginosa); 290,000 compounds, 0.45% hits; AID 1556, 2009; inhibition, % at 5.6 µM; purified IMP-1, nitrocefin hydrolysis, epi-absorbance fluorescence;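 active = inhibition above the mean plus 3 SD of all compounds in the same screening run, cut at about 4.5% in these data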;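 also: 0% = IMP-1 with DMSO and 100% = DMSO wells lacking enzyme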
#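 Assay system: purified recombinant IMP-1 beta-lactamase. Input: IMP-1 0.2 nM before substrate addition. Buffer or medium: Zinc- and detergent-supplemented HEPES buffer, pH 7.1. Schedule: 25 °C, 15 min preincubation, 25 min reaction. Signal: Epi-absorbance fluorescence, 480 nm excitation, 530 nm emission. Evaluation: percent inhibition from optical density relative to buffer-blank wells.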
# The depositor's hits bear a star; nt = not tested or not shown; & = joins results of further samples.
SMILES,HCV NS3 hel inh,IDE cell activ,SUMO HTRF inh,IDE cell inh,pCIP destab,VIM-2 inhibitor,CRFBP-R2 block,GalR3 antagonist,IMP-1 inh
CC1C(C#N)=C(SCC(N)=O)NC2=C1C(=O)CC(C)(C)C2 (stereo unspecified),-7.7,1.3,12.1,1.6,-7.5,-1.6,-7.9,-3.9,-1.8
N#Cc1c(N)c(C#N)c(-c2ccc3c(c2)OCO3)c2c1CCCC2,nt,-5.2,2.0,4.2,-9.6,nt,4.0,-4.3,nt
CC(C)NCCOCCOc1ccccc1F,0.4,-4.2,8.0,2.5,3.5,0.1,-10.4,0.6,-0.8
O=C(CCCCCn1c(=O)[nH]c2ccsc2c1=O)NCc1ccc2c(c1)OCO2,1.4,-0.2,26.5,-1.3,0.1,-2.8,-11.3,-2.7,-3.0
COc1ccc(CC(=O)Nc2ccc3c(c2)CCC3)cc1OC,7.3,1.6,15.6,7.6,-4.0,-4.0,6.1,-6.5,-1.8
Cc1cccc(-c2csc(NC(=O)c3cnccn3)c2C(=O)OC(C)C)c1,11.6,2.6,21.3,6.2,-6.7,-6.5,-2.7,-3.9,-3.3
Cc1ccccc1N=C1NC(=O)CC(c2ccccc2)S1 (stereo unspecified),-6.7,2.9,9.9,-2.5,-17.8,-4.4,16.0,-3.8,-6.3
CCOCCCn1c(=N)c(C(=O)NCc2ccc3c(c2)OCO3)cc2c(=O)n3ccccc3nc21,-3.5,nt,22.6,nt,-5.3,1.9,nt,-5.9,-2.2
CCOC(=O)C1CCCN(CCC(=O)Nc2ccc(Br)cc2)C1 (stereo unspecified),-11.7,0.3,0.9,1.4,-8.1,-0.1,-2.6,-8.6,1.7
CCONC(=NC)c1nonc1N,11.3,2.3,2.1,3.1,0.3,-2.6,13.7,-4.5,-3.9
C/C(CCC1CC(C)(C)OC1=O)=N\NC(N)=S (stereo unspecified),-3.7,3.8,3.9,7.2,-4.9,-4.0,-19.3,13.4*,-4.6
Cc1onc(-c2c(F)cccc2Cl)c1C(=O)N1C=CC(C(F)(F)F)=NCC1,-1.5,-4.6,-3.7,-2.4,0.4,-0.4,-8.5,1.3,-2.9
CCc1nn(C(CC)C(=O)NCCc2ccc(OC)cc2OC)c(=O)c2cc3occc3n12 (stereo unspecified),-3.0,4.7,-9.9,5.7,14.4,0.6,5.7,-8.4,0.1
Cc1cc(C)n2nc(SCc3cc(=O)oc4ccc5ccccc5c34)nc2n1,8.7,-2.6,21.1,4.9,-12.7,6.7,0.2,2.5,-1.4
COc1cc2c(C#N)c(N3CCCC3)nc(N)c2c(N)n1,-0.8,1.7&5.9,nt,-1.8&2.4,-5.6,0.8,0.5&-1.7,-7.0&-3.6,-2.8
CC(=O)NC12CC3CC(C1)CC(C(=O)N1CCN(S(=O)(=O)c4ccc(C(C)C)cc4)CC1)(C3)C2,nt,-0.3,nt,4.9,nt,nt,3.7,1.1,nt
O=C(Cn1nc(-c2cccc(Cl)c2)ccc1=O)Nc1ccccc1Br,0.1,0.1,11.0,-0.5,-6.8,0.5,-2.8,-8.6,-1.1
COC(=O)CSc1nc2nc(C)cc(C)n2n1,-4.6,3.4,12.2,2.1,-18.8,-3.7,-10.6,-4.9,0.7
C=CCNc1oc(/C=C/c2ccccc2)nc1C#N,-5.5,-0.6,23.4,2.3,-9.6,-1.9,6.4,-5.4,-2.8
COc1ccc(S(=O)(=O)N(C)C[C@H]2Oc3c(NC(=O)NC4CCCCC4)cccc3C(=O)N([C@H](C)CO)C[C@@H]2C)cc1,nt,-2.4,nt,8.3,nt,nt,0.0,-5.7,nt
Cc1ccc2cc(C#N)c(N3CCCN(C(=S)NCCCN(C)C)CC3)nc2c1,-48.2,-3.3,8.8,3.5,0.4,0.8,10.3,-11.1,-0.8
CCOC(=O)Cc1csc(NC(=O)c2sc3nc4ccc(C)cc4cc3c2N)n1,7.0,-4.3,7.6,-1.9,-0.5,0.6,-13.7,-1.9,-1.3
O=C(CN1C(=O)NC(c2ccccc2)(c2ccccc2)C1=O)N1CCCCC1,nt,2.9,nt,-1.8,nt,nt,-17.1,-2.7,nt
CN1C(c2ccccc2)CC(=NO)CC1c1ccccc1 (stereo unspecified),6.4,-3.0,2.2,-0.4,-20.8,-2.8,-14.8,-3.6,-4.3
Cn1cccc1C(=O)NCC(c1ccco1)N1CCCCC1 (stereo unspecified),nt,0.3,nt,-3.2,nt,nt,15.2,-3.8,nt

# Entries of single compounds as entered above. Order of values: HCV NS3 hel inh, IDE cell activ, SUMO HTRF inh, IDE cell inh, pCIP destab, VIM-2 inhibitor, CRFBP-R2 block, GalR3 antagonist, IMP-1 inh
# Shown for CCOC(=O)C1CCCN(CCC(=O)Nc2ccc(Br)cc2)C1 (stereo unspecified) : -11.7, 0.3, 0.9, 1.4, -8.1, -0.1, -2.6, -8.6, 1.7
# Shown for CCOCCCn1c(=N)c(C(=O)NCc2ccc3c(c2)OCO3)cc2c(=O)n3ccccc3nc21 : -3.5, nt, 22.6, nt, -5.3, 1.9, nt, -5.9, -2.2
# Shown for O=C(CN1C(=O)NC(c2ccccc2)(c2ccccc2)C1=O)N1CCCCC1 : nt, 2.9, nt, -1.8, nt, nt, -17.1, -2.7, nt
# Shown for COC(=O)CSc1nc2nc(C)cc(C)n2n1 : -4.6, 3.4, 12.2, 2.1, -18.8, -3.7, -10.6, -4.9, 0.7

# Next part:
SMILES,HCV NS3 hel inh,IDE cell activ,SUMO HTRF inh,IDE cell inh,pCIP destab,VIM-2 inhibitor,CRFBP-R2 block,GalR3 antagonist,IMP-1 inh
CC(C)NC(=O)CC1OC(=O)c2ccccc21 (stereo unspecified),4.5,6.2,1.8,-5.5,3.9,-1.4,3.5,-3.9,2.3
CC1(C)Oc2cc3oc(=O)ccc3cc2C[C@@H]1O,nt,-2.3,nt,3.3,nt,nt,0.4,4.7,nt
Cc1cc(C)nc(SCC(=O)n2c3c(c4ccccc42)CCCC3)n1,-2.4,4.4,-7.0,8.4,-7.2,2.3,1.9,0.5,-3.6
CC(C)(C)NC(=O)COC(=O)c1cc(S(=O)(=O)N2CCCCC2)ccc1N1CCOCC1,-0.1,2.2,10.5,-0.3,-0.6,-1.5,-12.9,-2.3,-1.0
Cc1cc(C(C)c2ccccc2)c(O)c(CN2CCOCC2)c1C (stereo unspecified),-3.1,-2.6,13.8,-0.8,-15.6,-1.9,-31.4,-7.5,-3.5
C=CCOC(=O)/C(=C\c1ccccc1)NC(=O)c1ccc(C)cc1,2.5,1.9,-3.4,2.4,20.7,-0.5,-15.7,-3.4,-1.8
COc1ccc(Cn2c(=O)[nH]c3cc(C(=O)N4CCN(c5ccccc5)CC4)ccc3c2=O)cc1,4.5,4.4,5.5,-2.5,-6.3,0.1,-7.5,nt,-3.6
CC(C)(C)NC(=O)NC(=O)CSc1ncn[nH]1,3.1,7.5,8.5,8.2,-4.3,-0.4,18.6,-6.4,-1.4
COc1ccc(CNC(=O)c2ccc(C)o2)cc1,-5.6,0.2,10.2,6.1,-4.2,-2.7,-2.2,-0.8,0.1
CC(C)(C)c1ccc(OCCCNCc2ccccc2)cc1,-74.8,1.3,10.1,-0.7,-12.1,-0.9,-17.6,-4.0,-1.9
c1ccc2c(c1)nnn2-c1ncnc2sc3c(c12)CCCC3,-6.0,0.3,-18.3,0.7,1.0,1.6,62.2*,-5.3,-1.7
C/C(CCN1CCc2nc(-c3ccccc3)c(-c3ccccc3)cc2C1)=N\O[C@@H](C)c1cn([C@H](CO)Cc2ccccc2)nn1,-33.7,nt,5.7,-1.4,5.1,-4.5,nt,nt,-1.2
c1ccc(COc2ccc(OCCCn3cncn3)cc2)cc1,-0.7,-4.0,-4.6,-5.4,-9.4,-4.8,3.4,-5.0,-7.5
Cc1ccc(C(=O)/C=C/Nc2ccccn2)cc1,-8.4,4.0,nt,4.0,nt,-0.4,0.0,-2.8,-0.7
Cc1ccc(-c2csc(NNC(=O)c3ccccc3)n2)cc1,2.5,4.5,2.1,-2.2,-0.8,-5.0,19.8,-6.7,-4.3
Cc1cccc2cc3c(nc12)-c1ccccc1C3=O,-16.2,-2.0,-5.7,-1.6,-5.8,-1.0,-2.0,-9.1,0.2
COc1cccc(=O)c2c(C)n(-c3ccc(C(=O)O)cc3)c(C)c12,14.9,0.1,21.9,-5.1,-21.7,7.6,5.0,2.3,-1.6
O=C(O)c1ccc(Cl)c(NCc2cccs2)c1,-3.1,-2.4,-11.4,0.9,-4.1,-0.2,0.5,-0.5,-0.7
O=C(COc1cccc2cccnc12)N1CCc2ccccc2C1,1.9,-0.3,24.9,9.1,-3.1,-0.7,-3.4,5.3,-3.2
COc1ccc2c(c1)c(C(C)=O)c(C)n2C,1.4,3.7,21.6,-2.2,-6.2,-1.4,-4.4,-2.6,-4.0
CC(C)c1cc(-c2cc(-c3ccc(Cl)cc3)on2)nc(NCC2CC2)n1,nt,1.3,10.2,-1.9,-7.6,nt,2.9,-6.2,nt
N#Cc1ccc(NC(=O)COC(=O)CSc2nnc(-c3ccc(Cl)cc3)o2)cc1,-0.1,-4.5,-6.8,-4.9,-4.0,-1.7,51.6*,-4.0,-2.2
O=C(Nc1ncc(Cc2ccccc2)s1)C1CCCO1 (stereo unspecified),-1.7,-2.2,-9.9,-2.6,0.3,-1.2,-2.9,-0.4,-3.8
COc1cccc(NC(=O)C2CCC(CNC(=O)[C@@H]3Cc4ccccc4CN3)CC2)c1 (stereo partly specified),-18.2,5.6,15.7,-2.3,4.4,0.4,6.7,-0.1,0.1
COc1ccc(-n2cc(-c3ccccc3)c3c(NCCCN4CCOCC4)ncnc32)cc1,-33.8,0.2,0.8,-1.6,-12.7,-4.3,2.1,-4.9,-4.5
Cc1ccc(NC(=O)CC(C)S(=O)(=O)c2ccc3c(c2)NC(=O)CO3)cc1C (stereo unspecified),1.3,-0.7,21.0,0.6,-5.7,-0.1,-17.7,-1.2,-2.5
COc1ccccc1-n1c(SCC(=O)NC2CCS(=O)(=O)C2)nc2cc([N+](=O)[O-])ccc21 (stereo unspecified),-0.9,-2.1,-2.2,1.8,-9.5,-1.3,8.0,-0.5,-2.5

# Compound activity as filed in PubChem BioAssay.
